MC4R barr agon: MC4R agonists recruiting beta-arrestin, primary screen, cell-based, luminescence, agonist arm of biased-ligand search; U2OS MC4R beta-arrestin complementation; percent of melanotan II response, DMSO zero; activation, % at 8.9 µM; 360,000 tested, 0.98% active; AID 540308, 2011;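 active = activation above a per-plate cutoff, the mean activation of sample wells on that plate plus 3 SD, cut at about 8% in these data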
Target sequence (P32245 whole entry, looked up): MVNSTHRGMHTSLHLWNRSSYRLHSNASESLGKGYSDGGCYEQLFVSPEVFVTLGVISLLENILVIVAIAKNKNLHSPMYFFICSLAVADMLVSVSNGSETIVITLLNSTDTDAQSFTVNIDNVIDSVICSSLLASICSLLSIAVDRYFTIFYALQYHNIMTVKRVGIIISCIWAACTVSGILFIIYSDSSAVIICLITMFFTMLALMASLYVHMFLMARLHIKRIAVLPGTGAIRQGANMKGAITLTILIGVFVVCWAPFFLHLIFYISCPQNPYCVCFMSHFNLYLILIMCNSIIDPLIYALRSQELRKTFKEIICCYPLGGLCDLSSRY
Cardio protect: cardioprotection against H2O2-induced cell death, primary screen, uHTS, H9c2 cells, ATPLite luminescence; H9c2 cardiomyocytes, H2O2 injury protection, 2 h; protection from H2O2 cell death, % at 20 µM; 360,000 tested, 0.63% active;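 active = compounds giving at least 50% protection of heart cells from peroxide-induced death in the single-dose screen, raw or plate-pattern-corrected value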;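 note: 0% = DMSO wells with peroxide and 100% = DMSO wells without peroxide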
HTR2A ag: mouse Htr2a agonists via beta-arrestin recruitment, primary screen, cell-based, luminescence; 360,000 tested, 0.66% active; activation, % at 7.6 µM; AID 624169, 2012; CHO-K1 mHTR2A beta-arrestin complementation; percent of 30 µM serotonin response;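 active = activation above a run cutoff, the mean activation of all tested compounds plus 3 SD, cut at about 14% in these data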;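 note: 0% = plate median of compound wells and 100% = 30 µM serotonin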
MC4R antagonist: MC4R antagonists of cAMP signaling, primary screen, cell-based, TR-FRET, antagonist arm of biased-ligand search; MC4R-expressing cells, MTII-stimulated cAMP, LANCE TR-FRET; inhibition, % at 6.5 µM; 360,000 tested, 0.48% active;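 active = inhibition above its plate's cutoff, the mean of tested wells on that plate plus 3 SD, cut at about 29% in these data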;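 note: 0% = Melanotan II alone and 100% = Melanotan II plus saturating MCL0020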
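System: U2OS-MC4R stable cell line; Technique: Eu-cAMP/anti-cAMP TR-FRET, emission 671 nm; Repeats: single well per compound; Also added: Melanotan II; Dosing: one concentration, 6.5 µM nominal; Schedule: 30-min compound, 1-h challenge, 1-h detection, room temperature.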
CaV13 ICDI inh: Primary screen for inhibitors of IQ motif and Ca2+-dependent inactivation inhibitor domain binding in CACNA1D, Förster resonance energy transfer in living cells, …. HEK cells, CFP/YFP FRET ICDI-IQ, plate reader, 10 min; percent FRET-ratio fall versus neutral wells. inhibition, % at 12.3 µM. 340,000 tested, 0.098% active. AID 743397;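 active = mean replicate inhibition of at least 30% and at least 1% of replicates passing that level; inconclusive = only one of the two criteria is met; inactive = neither criterion is met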;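 note: 0% = median of the neutral control wells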
ABHD5 PLIN5 PPI: ABHD5-PLIN5 interaction inhibitors, primary screen, cell lysate, split luciferase complementation, luminescence; 360,000 tested, 0.78% active; inhibition, % at 4 µM; Split G. princeps luciferase complementation, 4 h;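 active = inhibition above the mean inhibition across every tested compound plus 3 SD, cut at about 22% in these data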;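 note: 0% = DMSO only wells and the 100% control is not disclosed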
ABCB6 inh MLPCN: ABCB6 transporter inhibitors, primary screen, K562-ABCB6 cells, flow cytometry, MLPCN library | ATP-binding cassette sub-family B member 6 (Homo sapiens), Q9NP58 | K562-ABCB6 porphyrin accumulation, 1 h; active compounds read low | fluorescence ratio to DMSO, % at 10 µM | 360,000 tested, 0.19% active;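 active = fluorescence ratio to DMSO below 75%, the collection mean minus 3 SD; inconclusive = too few cells collected in the well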;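 note: signal is porphyrin accumulated inside mitochondria; 100% equals median channel fluorescence of DMSO control wells; lower ratio means ABCB6 inhibition with less porphyrin fluorescence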
PDI inh: inhibitors of human PDI, primary screen, biochemical, turbidity, single point, plate reader; Protein disulfide-isomerase (Homo sapiens), P07237; PDI insulin aggregation turbidity, A650, 90 min; inhibition, % at 10 µM; 350,000 tested, 0.052% active; AID 588391, 2011;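 active = mean inhibition across replicates of 30% or more, whatever share of single replicates reach that level; inconclusive = mean inhibition below 30% while every single replicate reaches 30%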;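 note: absorbance from insulin aggregation driven by PDI reduction with DTT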
Target sequence (P07237 whole entry, looked up): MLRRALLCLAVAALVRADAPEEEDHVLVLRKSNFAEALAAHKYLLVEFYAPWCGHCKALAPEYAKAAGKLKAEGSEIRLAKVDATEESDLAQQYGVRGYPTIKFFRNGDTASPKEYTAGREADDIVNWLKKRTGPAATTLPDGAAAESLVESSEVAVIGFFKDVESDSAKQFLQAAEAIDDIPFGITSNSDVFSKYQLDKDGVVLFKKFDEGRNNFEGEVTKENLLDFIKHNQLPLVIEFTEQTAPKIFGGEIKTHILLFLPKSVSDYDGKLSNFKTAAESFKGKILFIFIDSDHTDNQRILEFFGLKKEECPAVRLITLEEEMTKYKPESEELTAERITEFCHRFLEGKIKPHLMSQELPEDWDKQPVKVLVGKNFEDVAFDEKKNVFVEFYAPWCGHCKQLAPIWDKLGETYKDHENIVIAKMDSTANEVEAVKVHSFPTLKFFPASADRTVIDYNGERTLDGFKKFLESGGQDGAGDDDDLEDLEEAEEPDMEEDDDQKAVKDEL
Granule exo inh: LAMP-1 surface exposure blockers, TALL-104 cells – cell-based, flow cytometry, MLPCN library, primary screen | 360,000 tested, 0.66% active | TALL-104 LAMP-1 surface exposure; cells stimulated with thapsigargin and PMA | inhibition, % at 10 µM;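 active = inhibition above about 55%, limit read from the data; inconclusive = no clear call, values can overlap the other calls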
N-glyco inh: increase of ERlucT glycosylation luciferase signal, primary screen, N-linked glycosylation inhibitor project, D54 ERlucT cells, luminescence, set 2 | D54 ERlucT glycosylation luciferase reporter, 24 h; percent of 100 nM tunicamycin response | reporter increase, % at 12.5 µM | 360,000 tested, 0.23% active;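 active = mean luciferase reporter signal, scaled so untreated is 0 and the glycosylation-blocking control 100, at or above a set limit in every replicate; inconclusive = mean reaches the limit but not every replicate does; inactive = mean below the limit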;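 note: luciferase carries N-glycosylation sites so blocking glycosylation raises the light; 0% = median of neutral control wells and 100% = median of 100 nM tunicamycin wells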
Numbers without * were called inactive; ? = inconclusive; nt = not tested or not shown.

SMILES	MC4R barr agon	Cardio protect	HTR2A ag	MC4R antagonist	CaV13 ICDI inh	ABHD5 PLIN5 PPI	ABCB6 inh MLPCN	PDI inh	Granule exo inh	N-glyco inh
CC1(C2CCCC2)NC(=O)NC1=O (stereo unspecified)	-0.4	-1.9	5.7	-2.2	-6.0	1.7	100.0	-1.1	-6.1	1.4
CCc1noc(C)c1C(=O)Nc1nnc(CC(C)C)s1	-1.5	4.3	-2.6	-3.6	-6.2	-3.1	102.0	0.7	12.5	2.4
COc1cc(NC(=S)NCc2cccnc2)cc(OC)c1	-1.4	-1.8	-4.7	5.5	2.8	2.1	101.0	-4.7	-12.6	0.8
Cc1ccccc1CNS(=O)(=O)c1c(C(=O)N2CCCC2)c(C)n(C)c1C	0.3	-1.7	-1.8	4.9	-2.7	8.6	98.0	-1.8	41.8	1.0
CCC(C)NC(=O)c1ccccc1SC (stereo unspecified)	-1.2	4.6	2.9	14.2	-6.4	4.8	105.0	4.8	-0.4	2.4
Cc1cccc(N=C2SC(C)CN2C(=O)CN2C(=O)NC3(CCCC3)C2=O)c1 (stereo unspecified)	2.5	0.7	-1.6	-10.6	-5.9	-4.7	96.0	-4.2	-3.9	1.8
Cc1sc2nc(C(C)C)nc(SCC(=O)N3CCOCC3)c2c1C	1.2	-6.4	7.2	-5.6	-4.6	8.0	97.0	1.3	5.1	-1.8
CC(=O)Nc1ccc(S(=O)(=O)N2CCN(c3ccc([N+](=O)[O-])c(NCCN4CCOCC4)c3)CC2)cc1	-2.8	4.9	-1.4	6.5	-18.3	5.2	97.0	-2.5	-1.9	-2.3
Cn1c(=O)c2cc(NC(=O)CCc3ccccc3)ccc2n1-c1ccccc1F	-0.9	1.7	-3.5	-2.0	-4.6	-0.4	107.0	-8.1	-0.5	22.6
Oc1ccccc1Nc1ncnc2c1oc1ccccc12	0.0	1.9	3.3	6.8	-5.2	-5.5	113.0	-2.3	-7.7	1.7
COc1ccc(NC(=O)CSc2nnc3n2CCCCC3)cc1OC	0.8	-1.3	10.2	5.2	-12.7	-6.2	100.0	-1.4	3.8	-0.2
c1ccc(OCc2noc(CN3CC[C@@H]4CCCC[C@H]4C3)n2)cc1	2.2	-8.3	6.8	-3.0	4.9	15.1	96.0	4.5	1.2	5.6
COc1ccc(S(=O)(=O)c2c(C)c(NS(=O)(=O)c3ccccc3)cc(C)c2O)cc1	-0.6	-6.0	-6.7	2.8	3.8	-2.4	94.0	-0.5	4.2	0.3
O=C(NCCC1CCCCN1S(=O)(=O)c1ccc(F)cc1)C(=O)Nc1ccccc1F (stereo unspecified)	-2.6	-3.4	-0.6	2.8	-13.9	-7.7	98.0	-1.5	4.5	-5.3
CCOC(=O)Nc1ccc(N2CCOCC2)c(S(=O)(=O)Nc2ccc(Cl)cc2)c1	-1.1	-5.2	-7.0	2.1	-4.8	0.8	98.0	-12.3	1.3	6.1
Cc1ccc(CNC(=O)c2ccc(S(=O)(=O)N3CCCCC3)cc2)cc1	2.8	0.4	-2.5	9.0	-6.5	-4.5	99.0	-3.3	-3.3	-1.3
CCOC(=O)/C=C1\SCC(=O)N1CC(=O)NC12CC3CC(CC(C3)C1)C2	-1.6	8.9	-2.5	6.4	-0.3	0.1	96.0	-0.5	-0.4	-1.8
Cc1cc(NC(=O)CSc2nnc(CNC(=O)c3c(F)cccc3F)o2)no1	-1.2	-2.3	-1.0	-1.1	-3.5	4.2	96.0	-1.8	4.3	1.6
C=CCN(C(=O)CNC(=O)c1ccco1)C(C(=O)NC1CCCC1)c1cccs1 (stereo unspecified)	-0.3	6.3	-4.5	0.7	1.8	-1.6	104.0	5.4	-1.5	-0.6
CN(C(=O)c1ccccc1)c1ccccc1C(=O)NCCc1ccccc1	-1.3	1.0	-2.2	9.6	nt	-3.1	104.0	0.9	-1.8	-1.7
CN(C)S(=O)(=O)c1ccc(N2CCCC2)c(C(=O)NCc2cccc(C(F)(F)F)c2)c1	3.2	2.7	-1.5	1.7	-6.3	-3.8	98.0	-1.8	1.9	-1.8
COC(=O)C(NC(C)=O)(Nc1ccccc1)C(=O)OC	-1.3	-3.1	6.2	1.1	-4.9	-5.7	96.0	2.0	-0.7	0.6
O=C1CC(c2ccc(F)cc2)Cc2nc(N3CCOCC3)ncc21 (stereo unspecified)	0.8	-1.0	-7.0	-1.6	-5.0	5.9	87.0	-4.3	15.1	-0.4
C/C(=N\NC(=O)Cn1nnc2ccccc21)c1ccco1	-0.7	-1.2	-5.3	-2.3	-2.9	12.3	89.0	-0.2	-3.2	-0.6
COc1ccccc1N1CCN(S(=O)(=O)c2c(C)sc3ncn(CC(=O)NCCN(C)C)c(=O)c23)CC1	0.1	-0.6	3.1	-0.4	-2.6	-3.5	93.0	15.7	2.1	3.4
Cc1ccc(NC(=O)COc2cccc(/C=C3\SC(=S)N(CCC(=O)O)C3=O)c2)cc1Cl	1.8	-5.2	-3.4	11.2	5.8	-4.1	101.0	-1.0	-2.5	1.1
CCc1nc(C)cn1S(=O)(=O)c1cc(F)ccc1OC	-3.3	5.2	1.6	-7.9	-4.5	7.5	99.0	8.0	-0.5	-0.2
C/[N+]([O-])=C\CC(=O)c1ccc(-c2ccccc2)cc1	-0.2	4.9	-3.0	12.7	-1.7	3.1	99.0	2.2	-1.5	-0.2
CCCOC(=O)C1C2C=CC(C2)C1C(=O)OCC(=O)c1ccccc1 (stereo unspecified)	-1.1	0.3	-4.2	2.4	-3.6	0.6	90.0	12.3	-2.2	0.3
CC(C)CNc1ncnc2c1cnn2Cc1ccc(Cl)cc1	-0.4	18.8	-5.4	0.1	-4.9	-1.1	92.0	6.7	-0.2	1.4
CC(=O)C1=C(O)C(=O)N(CCc2c[nH]c3ccccc23)C1c1cccc(O)c1 (stereo unspecified)	0.7	-5.1	3.4	3.7	-3.9	-16.4	95.0	?	-1.2	1.7
O=C(OCCN1CCCCC1)c1ccc(Cl)cc1	-1.8	-6.9	-4.1	-2.0	-5.0	3.5	80.0	-3.6	0.2	0.5
COc1cc2c(C(=O)NCc3ccccn3)cn(CC(C)C)c(=O)c2cc1OC	-1.2	53.8*	4.6	4.0	-7.7	-10.2	102.0	3.4	-2.6	2.9
NS(=O)(=O)c1ccc(CCNC(=S)NC2CCCCC2)cc1	2.5	-14.1	3.1	-1.0	-14.9	-0.6	101.0	-11.2	-2.1	-2.5
Cc1ccc(N(C)C(=O)CCS(=O)(=O)c2ccc3c(c2)oc(=O)n3C)cc1	-1.6	0.8	-0.7	7.7	-2.0	5.4	95.0	2.0	-1.8	-1.8
O=C(O)c1cc(-c2cccs2)nc2ccc(F)cc12	-1.6	4.7	-1.3	10.0	-4.9	0.8	100.0	-10.5	-3.5	4.2
COc1ccc(C(=O)NCCNc2nc3cc(C)c(C)cc3cc2C)cc1	0.2	-11.1	-3.2	-6.1	-3.0	10.0	95.0	-1.7	2.3	-3.0
Cc1cc(OC(C)C(=O)N(Cc2ccco2)C2CCS(=O)(=O)C2)ccc1Cl (stereo unspecified)	0.3	6.2	2.7	3.0	nt	-3.6	104.0	nt	-1.8	-1.5
O=C(NC1CCCC1)C(c1ccccn1)N(C(=O)c1csnn1)C1CC1 (stereo unspecified)	1.4	-1.4	0.5	-1.1	nt	2.2	97.0	-2.9	-2.4	0.5
CCOc1ccc(/C=C/C(=O)N2CCOCC2)cc1OC	0.5	1.9	2.6	-9.6	-20.0	3.2	99.0	9.1	-4.4	1.4
CCOC(=O)N1CCN(C(=O)c2cn(CC(C)C)c(=O)c3c2c2ccccc2n3C)CC1	-2.8	41.6	-3.1	15.7	-3.4	-2.7	98.0	-1.4	-0.5	-1.3
COc1cc(-c2cnc3c(NC=O)cc(-c4cccc(C(=O)NCCN(C)C)c4)cn23)cc(OC)c1OC	0.8	44.6	2.6	-34.4	-4.1	7.8	84.0	-7.0	1.1	-1.8
Cc1ccc(-c2nnc(Cc3ccc([N+](=O)[O-])cc3)o2)cc1	-1.4	-6.0	5.6	-6.4	-17.9	1.6	97.0	6.5	1.4	1.6
N#CC1=C2SCN(Cc3ccco3)CN2C(=O)CC1c1ccccc1F (stereo unspecified)	-3.0	-1.3	-1.1	7.2	nt	-6.1	100.0	-1.1	0.9	4.1
CC(C)c1ccc(NC2=NCC(=O)N2Cc2cccs2)cc1	1.8	-4.2	0.2	4.6	-5.0	5.9	101.0	12.0	-0.9	0.8
O=C(CCS(=O)(=O)c1ccc(Br)cc1)N1CCN(c2ccccc2F)CC1	-1.4	-7.4	0.8	0.0	-5.5	1.6	96.0	24.7	4.1	-0.4
NNC(=O)CCc1c[nH]c2ccccc12	-0.2	-6.7	2.6	11.9	nt	1.2	105.0	17.8	-3.4	0.9
CCOc1ccc(NCc2nnc(SCC(=O)Nc3cc(C)on3)n2-c2ccc(OC)cc2)cc1	-1.4	3.9	-9.8	-0.2	nt	-1.9	97.0	-5.0	-0.1	1.1

Looked up above.
Under MC4R barr agon, CCOc1ccc(NCc2nnc(SCC(=O)Nc3cc(C)on3)n2-c2ccc(OC)cc2)cc1 reads -1.4
Under ABCB6 inh MLPCN, CC(C)c1ccc(NC2=NCC(=O)N2Cc2cccs2)cc1 reads 101.0
Under Cardio protect, NNC(=O)CCc1c[nH]c2ccccc12 reads -6.7

Further compounds:
SMILES	MC4R barr agon	Cardio protect	HTR2A ag	MC4R antagonist	CaV13 ICDI inh	ABHD5 PLIN5 PPI	ABCB6 inh MLPCN	PDI inh	Granule exo inh	N-glyco inh
Cc1ccc(N2CC(C(=O)Oc3cccc(N4C(=O)CCC4=O)c3)CC2=O)cc1 (stereo unspecified)	-2.4	3.2	1.8	13.2	-3.7	-2.2	100.0	3.6	3.8	1.4
C=CCn1c(=O)[nH]c2cc(C(=O)N3CCN(c4cccc(Cl)c4)CC3)ccc2c1=O	4.0	25.9	-3.0	9.3	-4.3	-1.1	88.0	-3.8	1.7	5.5
Nc1ccc(N2C(=O)c3ccccc3C2=O)c(Cl)c1	1.1	-2.5	1.7	-2.9	-4.7	1.5	95.0	-9.2	-3.4	1.2
O=C(Nc1cccc(/C=C/c2nc3ccccc3c(=O)[nH]2)c1)c1ccccc1Cl	5.9	47.6	-3.3	24.8	-4.0	2.4	100.0	1.1	?	-6.3
